aSyn yeast inh: alpha-synuclein toxicity inhibition in yeast; Yeast expressing alpha-synuclein, growth rescue, BacTiter-Glo, 24 h; Potency, µM (series often up to 46.1 µM), for inactives: top-dose growth rescue (activation), actives largely listed as activators; 370,000 tested, 0.14% active; AID 652106; also: potency is read from the fitted curve at half-maximal effect; % of control where 0% means no effect; nearly all actives have a fitted effect of over 65% in size
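Rescue of yeast growth: cells expressing toxic alpha-synuclein, induced in galactose at OD600 0.02, incubated with compound 24 h at 30 C. ATP luminescence quantified growth; inhibitors of toxicity appear as activators.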
FUS yeast rescue: FUS proteinopathy suppression in yeast. S. cerevisiae FUS-expressing, growth rescue, OD600, 24 h. Potency, µM (top dose mostly 76.6 µM), for the others: at the top dose growth rescue (activation), hits mostly activators. 390,000 tested, 0.24% active;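 also: potency is read from the fitted curve at half-maximal effect; plate controls were DMSO vehicle for no effect and reference control for full effect; nearly all actives have a fitted effect of over 55% in size; some results filed as inactive show a strong effect at the top dose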
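Restored growth of FUS-toxic S. cerevisiae, read as 600 nm absorbance after 24 h at 30C in galactose medium (starting OD 0.005). Controls CP55940 and DMSO.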
GLP1R ag: GLP-1 receptor (human) agonism | AID 624172 | HEK293 GLP-1R CRE-luciferase, luminescence, 4-6 h; cells express a hypersensitive GLP-1R form | 380,000 tested, 0.007% active | Potency, µM (series often up to 45.6 µM), without a hit: at the highest dose activation, actives largely listed as activators; also: potency is read from the fitted curve at half-maximal effect; % of control where 0% means no effect
GLP1R inv ag: acts as inverse agonist at human GLP-1 receptor | P43220 | HEK293 GLP-1R CRE-luciferase, luminescence, 24 h; GLP-1R form is constitutively active | Potency, µM (highest dose often 38.3 µM), inactives show at the top dose activity change, negative = inhibition, actives largely listed as inhibitors | 410,000 tested, 1.6% active | AID 624417; also: potency is read from the fitted curve at half-maximal effect; % is scaled to controls: 0 for no effect and ±100 for the full control effect; nearly all actives have a fitted effect of over 55% in size
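Assay principle: reduced luminescence from a cAMP-responsive reporter in HEK293 cells co-expressing a constitutively active GLP-1R. Conditions: 24 hr compound incubation, 37 deg C, 5% CO2.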
Abeta yeast res: compounds reversing amyloid beta toxicity in yeast; Potency, µM (top dose mostly 46.1 µM), inactives show at the top dose growth rescue, most hits filed as activators; yeast expressing A-beta42, growth rescue, OD600, 48 h; response scale: 0% DMSO, 100% iron-clioquinol control; AID 1347071; 410,000 tested, 0.063% active; also: potency is read from the fitted curve at half-maximal effect; nearly all actives have a fitted effect of over 55% in size
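Growth rescue measured by 600 nm absorbance after 48 h yeast culture at 30 C with compound. Values normalized between DMSO and an equimolar ferric chloride plus clioquinol control.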
D3 antag: D3 dopamine receptor (human) antagonism; P35462; D3R cells, DiscoveRx beta-arrestin luminescence, antagonist mode; stronger effect = lower value; 360,000 tested, 2.5% active; max response, negative = inhibition, %; in the data active = max response below about -50%; inconclusive = no clear call, values can overlap the other calls; also: % is scaled to controls: 0 for no effect and ±100 for the full control effect; mostly tested at two doses, the higher about 12 µM
Target sequence (P35462 whole entry, looked up): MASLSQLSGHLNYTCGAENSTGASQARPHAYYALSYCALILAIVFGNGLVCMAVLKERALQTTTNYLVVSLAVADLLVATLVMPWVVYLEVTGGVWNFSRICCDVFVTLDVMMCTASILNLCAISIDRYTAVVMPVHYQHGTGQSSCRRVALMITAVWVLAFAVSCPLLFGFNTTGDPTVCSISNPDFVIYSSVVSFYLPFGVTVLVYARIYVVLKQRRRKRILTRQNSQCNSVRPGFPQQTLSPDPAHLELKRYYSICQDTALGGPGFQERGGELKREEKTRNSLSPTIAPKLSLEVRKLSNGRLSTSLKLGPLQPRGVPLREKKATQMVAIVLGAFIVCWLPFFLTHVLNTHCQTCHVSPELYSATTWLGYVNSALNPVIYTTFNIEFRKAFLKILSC
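Cells plated overnight at 1500 cells/well, then exposed to library compounds with dopamine controls for 90 minutes at 37 degrees C. DiscoveRx reagent added for 30–60 minutes at room temperature; luminescence read, quantitative HTS format.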
pAkt inh: inhibitors of Akt phosphorylation. 360,000 tested, 0.32% active. activity change, % for hits at 50 µM. Neuro2A IGF-stimulated pAkt S473 HTRF, 20 min; stronger effect = lower value. AID 651550; in the data active = activity change below about -80%; inconclusive = mostly about -51% to -80%; also: % is scaled to controls: 0 for no effect and ±100 for the full control effect
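Neuro2A cells (4,500/well, DMEM with 0.5% FBS) were treated with compound at a single 50 µM final concentration, stimulated with 6 nM IGF for 20 min at 37 °C, and lysed. Phospho-Akt Ser473 was read by HTRF as 665/615 ratio ×10^4.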
TDP-43 yeast inh: rescues yeast growth from TDP-43 toxicity; 410,000 tested, 1.8% active; TDP-43 expressing yeast growth rescue, BacTiter-Glo, 24 h; Potency, µM (doses to about 46.1 µM), without a hit: at the top dose growth rescue (activation), actives largely listed as activators; AID 652104; also: potency is read from the fitted curve at half-maximal effect; % of control where 0% means no effect; nearly all actives have a fitted effect of over 50% in size
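Growth rescue of TDP-43-toxic yeast measured as ATP luminescence (BacTiter-Glo). Cells grown to mid-log in raffinose, induced in galactose at OD600=0.02, exposed to compound 24 hr at 30 deg C.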
PTHR1 agonist: PTHR1 (human) receptor agonism | 410,000 tested, 0.075% active | Potency, µM (titrated, usually from 115 µM), without a hit: at the highest dose activation, hits mostly activators | HEK293 GP2 PTHR1 cells, GloSensor cAMP luminescence, 1 h | AID 743266 | Q03431; also: potency is read from the fitted curve at half-maximal effect; nearly all actives have a fitted effect of over 55% in size; some results filed as inactive show a strong effect at the top dose; inactives centre near -15; many of its hits are not listed in these tables
Target sequence (Q03431 whole entry, looked up): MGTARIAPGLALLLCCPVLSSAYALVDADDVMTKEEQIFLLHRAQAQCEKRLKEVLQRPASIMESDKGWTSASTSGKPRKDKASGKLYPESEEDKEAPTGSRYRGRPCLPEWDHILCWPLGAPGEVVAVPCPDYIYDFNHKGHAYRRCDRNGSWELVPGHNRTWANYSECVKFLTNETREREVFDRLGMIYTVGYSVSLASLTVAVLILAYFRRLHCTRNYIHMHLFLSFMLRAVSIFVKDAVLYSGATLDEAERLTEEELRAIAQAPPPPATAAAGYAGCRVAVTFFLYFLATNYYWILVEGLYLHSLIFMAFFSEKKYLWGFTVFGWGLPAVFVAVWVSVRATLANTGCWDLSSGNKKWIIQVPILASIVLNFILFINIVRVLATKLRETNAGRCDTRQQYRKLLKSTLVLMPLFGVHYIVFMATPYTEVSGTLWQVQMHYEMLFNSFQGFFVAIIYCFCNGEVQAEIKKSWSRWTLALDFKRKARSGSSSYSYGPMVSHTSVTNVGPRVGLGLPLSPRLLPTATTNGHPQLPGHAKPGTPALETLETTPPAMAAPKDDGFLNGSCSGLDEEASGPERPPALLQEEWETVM
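HEK-293-derived GP2 cells expressing PTHR1 and a GloSensor cAMP reporter, 3,000/well, plated overnight, given luciferin plus IBMX (each 0.5 mM as added) for 1 h at 37 °C, then compound for 1 h at 37 °C. Luminescence was read after 15 min at room temperature.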
Starred values were filed as active, the others as inactive; i = inactive; u = inconclusive; x = not tested or not shown; & = joins results of further samples; [ ] = another dose, or the depositor's remark. Unless noted, calls follow the shape of the dose curve; as a rule, active = well fitted curve in the direction sought with a large enough effect; inconclusive = small, poorly fitted or top-dose-only effect, or another doubt; inactive = no such curve, though single readings can be large; an effect the other way counts as inactive or inconclusive.

SMILES	aSyn yeast inh	FUS yeast rescue	GLP1R ag	GLP1R inv ag	Abeta yeast res	D3 antag	pAkt inh	TDP-43 yeast inh	PTHR1 agonist
COC(=O)CSc1nc2c(c(=O)[nH]c(=O)n2C)n1CCC(C)C	2%	0%	6%	2%	2%	4	i	5%	i
CCc1nn(CC(=O)NC2CC2)c(=O)c2cc3ccccc3n12	x	-22%	x	13%	-9%	x	x	18%	1%
CCOC(=O)C1(Cc2cccc(OC)c2)CCCN(C(=O)c2cc(C)on2)C1 (configuration not stated)	-4%	x	-5%	13%	-2%	16	i	14%	-2%
COc1ccc(O)c(/C=N/NC(=O)CSc2nnc(C)n2-c2ccccc2)c1	-5%	2%	-3%	u	6%	67	i	-1%	-48%[inhibitor][57.5 µM]
Clc1cccc(N2CCN(CCNc3nc4ccccc4n4cnnc34)CC2)c1	3%	-2%	-10%	0%	11%	-26	i	-9%	-30%
COCCN(CCOC)Cc1cc(=O)oc2cc(C)cc(C)c12	9%	-5%	3%	34%[activator]	-10%	23	i	19%	-27%
Cc1cccc2[nH]c3c(N4CC=C(c5ccc(F)cc5)CC4)ncnc3c12	-19%	u	-1%	10µM*	-48%[inhibitor]	3	i	19%	-94%[inhibitor]
Cc1csc(NC(=O)CSc2nc(=O)n(CCN(C)C)c3c2CCCC3)n1	1%	7%	11%	-20%	-1%	-1	i	7%	i
Cc1cccc(C)c1NC(=O)c1c[nH]c2ccccc12	-1%	15%	10%	u	u	2	i	22%	-12%
S=C(c1ccco1)N1CCOCC1	-8%	x	-2%	12%	13%	-29	i	-2%	-19%
CC1CN(C(=S)NC(=O)c2ccccc2)CC(C)O1 (configuration not stated)	0%	1%	-1%	9%	4%	-6	i	18%	i
COc1ccc(/C=C/C(=O)N2CCCc3ccccc32)cc1	-1%	x	5%	u	-24%	4	i	20µM*	-35%[inhibitor]
N#Cc1ccccc1Cn1c(=O)n(CCCC(=O)NCc2ccc3c(c2)OCO3)c(=O)c2sccc21	x	-8%	x	1%	-11%	x	x	16%	-34%[inhibitor]
COc1ccc(CN2CCN(Cc3csc(C(C)=O)c3)CC2CCO)c(C)c1C (configuration not stated)	4%	12%	25%	-17%	3%	1	i	-1%	i
O=C(CC1CS(=O)(=O)CC1CC(=O)Oc1ccccc1F)Oc1ccccc1F (configuration not stated)	1%	-8%	-12%	9%	-3%	7	i	3%	-10%
COc1ccc(C(=O)NCCCOC(C)C)cc1OC1CCN(C(C)=O)CC1	-10%	-5%	-8%	29%	3%	12	i	18%	i
COc1cc(-c2cc(C(=O)Nc3ccc(S(N)(=O)=O)cc3)c3ccccc3n2)cc(OC)c1OC	-7%	33%	19%	u	-4%	29	i	-9%	i
COc1ccc(C)cc1NC(=S)NNC(=O)c1c(Br)cnn1C	-10%	13%	10%	-20%	-11%	6	i	-4%[0.397 µM]	-41%[inhibitor]
O=C(O)CCCN1C(=O)/C(=C/c2ccncc2)SC1=S	23%	-5%	2%	39%[activator]	u	-5	i	11%	i
CC1=CC(C)C2(CO)COC(c3ccccc3O)C1C2C (configuration not stated)	26%	22%	-1%	u	17%	1	i	22%	-11%
COC(=O)N(C)C[C@@H]1OCc2cn(nn2)CCCC(=O)N([C@@H](C)CO)C[C@H]1C	0%	-19%	-4%	-8%	-8%	22	i	22%	-12%
O=C(CCn1c(=S)oc2ccccc21)N1CCN(c2ccc(F)cc2)CC1	10%	13%	7%	u	17%	17	i	u	i
CC(=O)Nc1sc2c(c1C#N)CCC2	1%	8%	1%	28%	15%	30	i	x	i
CCOC(=O)N1CCN(C(=O)N2CCOCC2)CC1	0%	-13%	-1%	0%	3%	-2	i	-1%	-3%
Cc1cccc(N2C(=O)CC(c3ccc(F)cc3)C3=C2COC3=O)c1 (configuration not stated)	13%	-9%&-9%	3%	2%&4%	19%&4%	3	i	18%&0%	i

Record cards, as listed above. Order of screens: aSyn yeast inh | FUS yeast rescue | GLP1R ag | GLP1R inv ag | Abeta yeast res | D3 antag | pAkt inh | TDP-43 yeast inh | PTHR1 agonist
`COc1ccc(C)cc1NC(=S)NNC(=O)c1c(Br)cnn1C` across the screens: -10% | 13% | 10% | -20% | -11% | 6 | i | -4%[0.397 µM] | -41%[inhibitor]
`Cc1cccc(C)c1NC(=O)c1c[nH]c2ccccc12` across the screens: -1% | 15% | 10% | u | u | 2 | i | 22% | -12%
`CCc1nn(CC(=O)NC2CC2)c(=O)c2cc3ccccc3n12` across the screens: x | -22% | x | 13% | -9% | x | x | 18% | 1%

(continued)
SMILES	aSyn yeast inh	FUS yeast rescue	GLP1R ag	GLP1R inv ag	Abeta yeast res	D3 antag	pAkt inh	TDP-43 yeast inh	PTHR1 agonist
CCN(CC(=O)Nc1ccc(OC)cc1)C(=O)c1ccc(=O)n(Cc2ccccc2)n1	9%	x	17%	u	-11%	5	i	15%	i
O=C(NCCN1C(=O)S/C(=C\c2ccc(Cl)c(Cl)c2)C1=O)c1cnccn1	3%	x	7%	-8%	-7%	1	i	15%	i
CCn1cc(CNc2nc3nonc3nc2N2CCCCC2)cn1	-4%	3%	-3%	15%	7%	-8	i	-6%	-7%
CC(C)(C)NC(=O)Nc1cccc(Cl)c1Cl	1%	-6%	-5%	u	-17%	-10	i	-4%	0%
Cc1nn(CCC(=O)NNC(=S)Nc2ccc(Cl)cc2)c(C)c1[N+](=O)[O-]	4%	15%	-7%	0%	8%	-8	i	2%	26%[57.5 µM]
N#CCCN(C(=O)COC(=O)c1ccc(S(=O)(=O)N2CCCCCC2)cc1)c1ccccc1	2%	6%	-11%	4%	3%	-15	i	9%	-17%
COc1ccc(/C=C/C(=O)c2c(O)cc(C)oc2=O)c(OC)c1	-3%	u	6%	5%	0%	0	i	-21%	-11%[57.5 µM]
CNc1cccc(-c2cccc(O)c2)n1	-3%	-16%	10%	18%	8%	-53*	i	-5%	7%
O=C(CN1CCCCCC1)Nc1ccc(Br)cc1[N+](=O)[O-]	6%	-10%	0%	-25%	12%	4	i	13%	-2%
CCOc1ccc(-n2c(=S)sc3c(=O)[nH]c(SCC(=O)NCC4CCCO4)nc32)cc1 (configuration not stated)	-5%	x	0%	-7%	11%	-16	i	0%	8%
Cc1ccc(NC(=O)NC2CC(=O)N(c3ccc4c(c3)OCCO4)C2)c(C)c1 (configuration not stated)	0%	14%	15%	u	3%	-14	i	-5%	-2%
CC(=O)Nc1ccc(N(C(=O)c2ccco2)C(C(=O)NC2CCCC2)c2cccs2)cc1 (configuration not stated)	3%	25%	-10%	-27%[0.307 µM]	7%	0	i	15%	i
O=C(Cn1cnc2ccccc2c1=O)N1CCN(Cc2ccccc2)CC1	-1%	4%	-29%	-4%	-10%	-14	i	-11%	0%
Cc1cc(=O)oc(C)c1C(=O)Nc1ccc(F)cc1	-3%	-15%	-6%	15%	4%	-7	i	-11%	25%
CC(C)CCNC(=O)c1csc2c1CCCCC2	11%	-1%	5%	u	23%	5	i	-1%	-44%[inhibitor]
Cc1ccc2c(c1)cc1c(=O)n(CC(=O)NCc3ccco3)nc(C)n12	x	6%	x	4%	3%	x	x	15%	i
CCN(CC)S(=O)(=O)c1cccc(C(=O)NC(C(=O)NC2=NCCS2)C(C)C)c1 (configuration not stated)	-4%	3%	3%	0%	1%	-1	i	14%	-5%
Cc1ccc(NC(=O)COc2cccc(C)c2C)cc1S(=O)(=O)N1CCCCCC1	-3%	16%	15%	u	18%	-8	i	-15%	-22%
CCOC(=O)C1(CC2CCCCO2)CCN(Cc2nc(C(C)C)cs2)CC1 (configuration not stated)	5%	-5%	1%	u	8%	-2	i	-2%	-85%[inhibitor]
Cc1ccccc1NS(=O)(=O)c1cc(OCC(N)=O)c(C)cc1Cl	-2%	-37%	4%	9%	0%	-19	i	19%	-1%
Cc1cc(S(=O)(=O)NC2CC(C)(C)NC(C)(C)C2)c(Cl)cc1Cl	-2%	7%	-3%	u	1%	1	i	-8%	2%

An excerpt from above, showing only PTHR1 agonist:
| molecule | PTHR1 agonist |
| --- | --- |
| Cc1cc(=O)oc(C)c1C(=O)Nc1ccc(F)cc1 | 25% |
| O=C(O)CCCN1C(=O)/C(=C/c2ccncc2)SC1=S | i |
| CC(=O)Nc1sc2c(c1C#N)CCC2 | i |
| Cc1cccc(N2C(=O)CC(c3ccc(F)cc3)C3=C2COC3=O)c1 (configuration not stated) | i |
| Cc1ccc(NC(=O)NC2CC(=O)N(c3ccc4c(c3)OCCO4)C2)c(C)c1 (configuration not stated) | -2% |

An excerpt; rates above refer to the full screens.
